High-throughput results: PubChem BioAssay, Broad Institute
ERp5 inh = blocks human ERp5 reductase activity on insulin; ERp5 insulin aggregation, absorbance 650 nm, 90 min; AID 651711; Q15084; inhibition, % at 9.99 µM; 350,000 compounds, 0.05% hits;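 active = mean replicate inhibition above about 25%, with every replicate also reaching it, limit read from the data, passing the limit was not always enough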
PglD inh = blocks C. jejuni PglD acetyltransferase activity | purified PglD enzyme, DTNB colorimetric CoA detection | inhibition, % at 12.5 µM | 360,000 compounds, 0.098% hits; in the data active = inhibition above about 16%, passing the limit was not always enough; also: strong numbers were not always called active
Casp6 inh = caspase-6 (human) enzyme inhibition. P55212. purified caspase-6, Z-VEID-R110 cleavage fluorescence. inhibition, % at 12.5 µM. 350,000 compounds, 0.53% hits. AID 686996;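 active = mean inhibition across replicates at least about 35%, with every replicate also reaching that limit, limit read from the data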;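 also: 0% = median of neutral control wells and 100% = no fluorescence left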
esBAF inh = SWI/SNF esBAF complex inhibition; mouse ES cells, Bmi1-luciferase knock-in reporter, 24 h; 100% = twice the neutral-well signal; reporter increase, % at 12.5 µM; 350,000 compounds, 2% hits; AID 602393; in the data active = activation above about 40%;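 also: 0% = median of the plate's neutral control wells and 100% = double that signal; a rise in the Bmi1 reporter signal indicates esBAF inhibition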
ARNT TACC3 PPI = disruptors of human ARNT/TACC3 interaction | Q9Y6A5 | 390,000 compounds, 0.66% hits | inhibition, % at 9.99 µM | AlphaScreen His-ARNT PAS-B/GST-TACC3 binding, luminescence; TACC3 fragment carries E629A point mutation;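 active = mean inhibition of replicates at least 50% and at least half of replicates each reaching 50%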;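 also: 0% = complete ARNT plus TACC3 wells and 100% = ARNT alone without TACC3; many hits fall short of the cut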
E-selectin induc = induces E-selectin expression in human endothelial cells | 260,000 compounds, 0.37% hits | P16581 | activation, % at 7.58 µM | HUVEC E-selectin immunofluorescence imaging; normalized: neutral wells 0, TNF-alpha wells 100 | AID 686992;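 active = mean E-selectin-positive cell signal at least 10% of the positive control, reached in at least 60% of replicates, without over 20% cell loss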;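 also: in these data hits start at about 27%; measured in HUVEC primary endothelial cells; signal is the percent of cells scored E-selectin positive by PE staining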
Target sequence (P16581 whole entry, looked up): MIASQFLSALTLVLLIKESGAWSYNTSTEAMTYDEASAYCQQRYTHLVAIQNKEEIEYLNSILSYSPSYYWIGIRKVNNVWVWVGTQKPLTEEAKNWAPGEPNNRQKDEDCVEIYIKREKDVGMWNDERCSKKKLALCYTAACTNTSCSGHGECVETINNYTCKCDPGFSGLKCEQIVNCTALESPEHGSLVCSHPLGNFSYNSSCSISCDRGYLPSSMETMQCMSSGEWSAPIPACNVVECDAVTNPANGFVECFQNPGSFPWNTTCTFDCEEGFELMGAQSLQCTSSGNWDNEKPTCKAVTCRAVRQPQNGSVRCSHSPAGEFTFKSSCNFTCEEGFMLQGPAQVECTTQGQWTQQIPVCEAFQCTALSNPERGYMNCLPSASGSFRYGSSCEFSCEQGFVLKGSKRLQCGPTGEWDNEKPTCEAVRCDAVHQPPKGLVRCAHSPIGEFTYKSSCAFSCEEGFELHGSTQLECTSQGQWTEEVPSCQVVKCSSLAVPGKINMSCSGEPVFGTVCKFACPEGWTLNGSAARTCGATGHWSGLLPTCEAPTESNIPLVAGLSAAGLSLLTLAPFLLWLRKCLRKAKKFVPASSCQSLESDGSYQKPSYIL
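Assay system: HUVEC, human umbilical vein endothelial cells / Amount: 3,000 HUVEC/well / Controls: TNF-alpha positive control, DMSO neutral control / Compound dosing: single concentration / Medium: EGM-2 over gelatin coat / Evaluation: percent E-selectin-positive cells / Signal: immunofluorescence imaging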
RAD52 anneal inh = inhibitors of human RAD52 DNA annealing. P43351. inhibition, % at 18.7 µM. 360,000 compounds, 0.46% hits. AID 651710. recombinant RAD52 DNA annealing, FRET fluorescence;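 active = every replicate showing at least 50% inhibition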
Target sequence (P43351 whole entry, looked up): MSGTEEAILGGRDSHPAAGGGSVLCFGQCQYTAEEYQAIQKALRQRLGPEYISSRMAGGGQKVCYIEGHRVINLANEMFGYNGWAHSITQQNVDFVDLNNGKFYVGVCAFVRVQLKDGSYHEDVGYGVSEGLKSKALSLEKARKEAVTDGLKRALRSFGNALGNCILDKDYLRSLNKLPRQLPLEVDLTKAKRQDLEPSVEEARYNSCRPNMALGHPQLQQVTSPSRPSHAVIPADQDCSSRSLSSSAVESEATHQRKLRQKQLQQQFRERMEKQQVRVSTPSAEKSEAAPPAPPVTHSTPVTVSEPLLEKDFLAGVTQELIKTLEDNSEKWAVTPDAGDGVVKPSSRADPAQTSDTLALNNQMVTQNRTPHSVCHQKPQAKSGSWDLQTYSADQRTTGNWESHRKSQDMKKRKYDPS
RAD54 inh = blocks human RAD54 Holliday junction branch migration; Q92698; 360,000 compounds, 0.14% hits; inhibition, % at 10.4 µM; FAM/BHQ fluorescence;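 active = mean normalized replicate activity at least 40 and at least half of replicates scoring 40 or more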;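 also: 0% = median of neutral control wells and 100% = median of positive control wells; inhibitors cause a drop in the FAM fluorescence signal; in these data hits start at about 50%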
* marks the source's active call; other numbers are inactive results; / = not tested or not shown.

Preview, 5 compounds:
SMILES	ERp5 inh	PglD inh	Casp6 inh	esBAF inh	ARNT TACC3 PPI	E-selectin induc	RAD52 anneal inh	RAD54 inh
c1ccc2nc3c(nc2c1)CCCC3	1	3	-1	-4	-3	0.1	-5	3
Cc1cc(SCC(=O)c2ccc(O)c(O)c2)n2nc(C)c(-c3ccccc3)c2n1	-1	0	39*	-21	3	12	-8	8
COc1ccc2nc(N3CCC(O)CC3)c(C#N)cc2c1	/	-2	/	23	-15	/	/	4
COc1ccc(-c2ccc([C@@H]3[C@@H](CO)N4C(=O)CN(C(=O)C5CCOCC5)C[C@H]34)cc2)cc1	10	/	-1	/	/	1.1	-1	/
COc1ccccc1N1CCN(C(=O)CN2C(=O)C3CCCCC3C2=O)CC1 (centres undefined)	1	/	-2	/	-13	/	-24	/

The whole of this part, from the start:
SMILES	ERp5 inh	PglD inh	Casp6 inh	esBAF inh	ARNT TACC3 PPI	E-selectin induc	RAD52 anneal inh	RAD54 inh
c1ccc2nc3c(nc2c1)CCCC3	1	3	-1	-4	-3	0.1	-5	3
Cc1cc(SCC(=O)c2ccc(O)c(O)c2)n2nc(C)c(-c3ccccc3)c2n1	-1	0	39*	-21	3	12	-8	8
COc1ccc2nc(N3CCC(O)CC3)c(C#N)cc2c1	/	-2	/	23	-15	/	/	4
COc1ccc(-c2ccc([C@@H]3[C@@H](CO)N4C(=O)CN(C(=O)C5CCOCC5)C[C@H]34)cc2)cc1	10	/	-1	/	/	1.1	-1	/
COc1ccccc1N1CCN(C(=O)CN2C(=O)C3CCCCC3C2=O)CC1 (centres undefined)	1	/	-2	/	-13	/	-24	/
COc1ccccc1CN(C)C(=O)CSCC(=O)Nc1ccccc1F	3	-2	-1	-7	-5	/	-5	5
CNC(=O)C[C@@H]1CC[C@H]2[C@@H](COc3ccc(NC(=O)c4cnccn4)cc3C(=O)N2C)O1	/	1	/	7	0	-0.1	/	-18
C=CCn1c(COc2ccccc2)nnc1SCC(=O)N/N=C/c1cc(Cl)ccc1O	/	-27	/	5	8	/	/	-19
O=C1OCCC1Sc1nnc(-c2ccc3c(c2)OCO3)o1 (centres undefined)	-4	/	1	/	0	-0.3	9	/
CC(NC(=O)c1ccc(Br)s1)C1CCCO1 (centres undefined)	-10	/	3	/	-1	/	-13	/
CCN1CCN(c2cc(C(C)C)nc3c(-c4ccccc4)c(C)nn23)CC1	0	-6	-9	/	/	/	24	-4
COc1ccc(C(CC(=O)O)NC(=O)c2ccccc2[N+](=O)[O-])cc1 (centres undefined)	3	1	1	-12	/	0.0	-3	4
O=C(CC1CC2CCC1C2)N1CCN(S(=O)(=O)c2ccccc2C(F)(F)F)CC1 (centres undefined)	5	0	-1	14	3	-1.8	-8	2
CCOc1ccc(-c2nnn(CC(=O)N3CCN(c4ccc(F)cc4)CC3)n2)cc1OCC	/	-1	/	-7	-8	/	/	5
CCCC#Cc1cnc2c(c1)C(=O)N([C@H](C)CO)C[C@H](C)[C@@H](CN(C)Cc1cccnc1)O2	-1	6	2	-7	-3	0.4	20	-21
Cc1cc(=O)[nH]c2n[nH]c(-c3ccccc3)c12	/	7	/	7	-7	/	/	1
CCN=C1SC(C(=O)Nc2cccc(OCC)c2)CC(=O)N1CC (centres undefined)	/	-3	/	-4	-6	/	/	8
COc1cc(C(=O)Nc2c(C)cc(C)cc2C)c(-n2cnnn2)cc1OC	/	-4	/	-5	-2	/	/	2
CN1CCN(CCCNC(=O)c2ccc(/C=C3/Sc4ccccc4N(Cc4cccc(Cl)c4)C3=O)cc2)CC1	4	4	-133	-6	9	/	68*	10
Cc1ccccc1-c1ccc([C@H]2[C@@H](CO)N3CCCCN(C(=O)CN4CCOCC4)C[C@@H]23)cc1	17	1	1	/	3	-0.2	0	4
O=C(COC(=O)c1c(F)cccc1F)Nc1ccc2c(c1)OCO2	3	-4	2	/	-3	/	-13	-4
CN(C)CC(=O)N[C@H]1CC[C@H](CC(=O)NCc2ccccc2F)O[C@@H]1CO	-1	8	1	-1	-2	-0.2	-12	1
COc1ccccc1S(=O)(=O)N[C@H]1CC[C@@H](CC(=O)N2CCN(C)CC2)O[C@H]1CO	0	-1	-3	-4	-9	0.7	1	4
Cc1ccc(NC(=O)C2CCN(S(=O)(=O)c3ccc4ccccc4c3)CC2)nc1	4	2	-45	58*	-1	/	-11	-4
CN(C)S(=O)(=O)N1CCC(Oc2cccc(C(=O)NC3CCCCC3)c2)CC1	1	-2	-4	18	0	/	-8	5
(list continues)
SMILES	ERp5 inh	PglD inh	Casp6 inh	esBAF inh	ARNT TACC3 PPI	E-selectin induc	RAD52 anneal inh	RAD54 inh
Cc1ccc(C(=O)COC(=O)CNC(=O)CNC(=O)c2ccc(C)cc2)cc1	/	-7	/	-1	0	/	/	-2
O=C(NC(=S)NCc1cccnc1)c1cc(Br)ccc1Cl	7	-6	-2	/	24	-0.2	-8	0
CC(C)(C)N(Cc1cc2ccccc2[nH]c1=O)C(=O)c1ccco1	-2	-5	1	10	-6	/	7	-5
Cc1ccc(C2=NS(=O)(=O)N(C)C(C(=O)NCc3ccc4c(c3)OCO4)=C2)cc1	-7	1	-1	2	0	/	-28	-10
Oc1ccc(Cl)cc1-c1cc(-c2ccco2)[nH]n1	/	-6	/	11	13	/	/	7
CCC(=O)NC(=S)Nc1cccc(NC(=O)c2ccccc2Cl)c1	/	5	/	5	-2	/	/	3
CC1c2ccccc2-c2ccccc2N1C (centres undefined)	5	-4	-1	-5	2	0.0	-11	12
COc1ccccc1CNC(=O)C[C@@H]1C[C@H]2c3cc(NC(=O)c4cccnc4)ccc3O[C@H]2[C@@H](CO)O1	-3	0	0	-1	1	-0.1	-10	2
Cc1ccc(-n2c(N)c(C(=O)Nc3ccccc3F)sc2=S)cc1C	1	2	0	0	-10	4.3	-12	10
Cc1ccc(C)c(N2CCN(C(=O)CCc3nc4ccccc4[nH]3)CC2)c1	-1	-6	1	11	/	0.0	-13	18
Cc1cccc(Nc2nnc(SCC3CCCCO3)s2)c1 (centres undefined)	7	/	1	/	1	0.5	4	/
CSc1nnc2c(n1)OC1(Nc3ccccc3-2)C(=O)Nc2ccccc21 (centres undefined)	-2	/	-4	/	2	0.1	-5	/
CCOCC(=O)Nc1nnc(COCC)s1	/	-1	/	-11	2	/	/	9
CC(=O)N1c2ccc(S(=O)(=O)N3CCCCC3)cc2CC1C(=O)Nc1cccc(C)c1 (centres undefined)	2	2	0	-14	6	/	-29	-6
O=C(NCC[C@@H]1CC[C@H](NC(=O)Nc2cc(F)ccc2F)[C@@H](CO)O1)Nc1ccc(F)cc1	6	0	-227	3	-4	0.0	14	1
CCC(C)N1CCN(C(=O)c2cc(OC)cc(OC)c2)CC1 (centres undefined)	-4	-3	-1	1	-22	0.2	-2	-1
CCC(C)(C)C1CCC2(CC1)NC(=O)N(CC(=O)N1CCN(c3ccccc3OC)CC1)C2=O (centres undefined)	10	2	4	-9	/	-0.1	-9	-1
O=C(CCCNS(=O)(=O)c1ccc(Cl)c(Cl)c1)NCCc1ccccn1	4	0	3	-3	-1	2.2	-20	2
C[C@H](CO)N1C[C@H](C)[C@@H](CN(C)Cc2ccccc2)OCCCC[C@H](C)Oc2ccc(NC(=O)c3ccncc3)cc2C1=O	8	-5	3	2	-4	-0.1	11	0
COc1ccc(-c2cnc3c(c2)C(=O)N([C@@H](C)CO)C[C@@H](C)[C@@H](CN(C)Cc2cccnc2)O3)cc1	-3	2	0	-7	85*	2.8	12	7
COc1cc(S(=O)(=O)N2CCC(N3CCCCC3)CC2)ccc1-n1cnnn1	/	3	/	1	0	/	/	-1
COc1ccc(NS(=O)(=O)c2ccc(O)c(C(=O)OCC(=O)Nc3ccc4c(c3)OCCO4)c2)cc1	/	-1	/	/	-1	-0.4	/	-3
CC(C)OC(=O)CSc1nnc(CNc2cccc(Cl)c2)n1C	/	2	/	-5	-2	/	/	9
CCOc1ccc(C2C([N+](=O)[O-])=C(C)N(C)C(=O)N2C)cc1OC (centres undefined)	-2	/	1	/	7	/	-10	/
N/C(=N\OC(=O)c1ccc(Cl)c([N+](=O)[O-])c1)c1ccccn1	-5	/	2	/	6	-2.7	0	/
(further entries)
SMILES	ERp5 inh	PglD inh	Casp6 inh	esBAF inh	ARNT TACC3 PPI	E-selectin induc	RAD52 anneal inh	RAD54 inh
COC(=O)C1=C(C)N(C)C(=S)NC1c1ccccc1 (centres undefined)	4	/	1	/	-1	/	-8	/
COC(=O)c1ccc(CSc2ccccc2NC(=S)Nc2cccc(C(F)(F)F)c2)o1	4	-2	-2	13	/	0.2	-93	-9
COc1cc([N+](=O)[O-])cc(/C=N/NC(=O)Cn2cncn2)c1O	-2	-4	1	/	61*	1.9	-7	0
COc1ccc(N(C)C(=O)c2cc3c(s2)-c2ccccc2OC3)c(OC)c1	0	0	-2	0	25	/	-17	-2
COc1ccc(/C=N/NC(=O)Cc2cc(OC)c(OC)cc2[N+](=O)[O-])cc1	-9	3	1	2	-1	0.1	-14	-1
COCCNC(=O)CCCC(=O)NCCOC	/	35*	/	-7	-5	/	/	-2
C[C@H](CO)N1C[C@H](C)[C@@H](CN(C)C(=O)Nc2cccc3ccccc23)Oc2ccc(NC(=O)Cc3cn(C)c4ccccc34)cc2CC1=O	-7	3	1	3	16	0.1	-9	-14
C/C=C/c1ccc([C@H]2[C@H](CO)N[C@H]2CN(C)S(=O)(=O)c2ccccc2)cc1	/	-1	/	-1	15	0.1	/	5
COc1cc(C(=O)COC(=O)c2ccc3c(c2)OCCO3)cc(OC)c1OC	-2	1	-2	0	/	0.0	-12	-5
CCCCCCCCN1C(=O)[C@@H](CC(=O)NCc2cccs2)C[C@@]2(C(=O)OC)C1=C[C@H](C1CCCC1)O[C@@H]2C	3	/	-1	/	/	-0.1	-22	/
COc1ccc(Cl)c(Cn2c(NCC(C)O)nc3c2c(=O)n(C)c(=O)n3C)c1 (centres undefined)	/	1	/	2	-2	/	/	12
CNC(=O)C1CCN(S(=O)(=O)c2c(C)noc2/C=C/c2ccc(C)cc2)CC1	17	-3	-1	4	-9	0.1	-2	10
Cc1ccc(CNC(=O)c2cc(S(=O)(=O)N3CCCCC3)ccc2N2CCOCC2)cc1	2	-2	1	-4	/	/	1	-8
CNC[C@H]1Oc2c(NS(=O)(=O)c3ccc(OC)cc3)cccc2C(=O)N([C@@H](C)CO)C[C@H]1C	1	-7	6	-2	-4	/	10	1
O=C(COC(=O)[C@H](Cc1ccccc1)NC(=O)c1cccs1)Nc1c(Cl)cccc1Cl	/	3	/	/	-12	0.0	/	3
COc1nc(N)c(S(=O)(=O)c2ccccc2)cc1C#N	/	-5	/	-3	-3	/	/	-6
Cc1cccc(N2CCN(C(=O)C(C)C)CC2)c1C	/	2	/	1	-12	/	/	14
Cn1nc(C(C)(C)C)cc1NC(=O)Nc1cc(Cl)cc(Cl)c1	3	-5	0	/	-4	4.4	-11	-2
O=C(Nc1ccc2c(c1)[C@@H]1C[C@H](CC(=O)N3CCOCC3)O[C@H](CO)[C@@H]1O2)Nc1ccccc1F	1	1	5	-2	-1	0.1	-9	5
Cc1ccccc1OCC(=O)NN1C(=O)C2C3C=CC(O3)C2C1=O (centres undefined)	5	/	1	/	3	/	-5	/
CC(=O)c1cccc(-c2ccnc3c2CC(C(=O)Nc2cccc(C(F)(F)F)c2)O3)c1 (centres undefined)	-2	-3	-2	2	/	-0.1	-48	-7
C=CCN(CC(=O)Nc1cccnc1)S(=O)(=O)c1ccc(Cl)cc1	3	/	-2	4	/	/	4	/
COc1ccccc1NC(=O)N[C@H]1CC[C@@H](CCNS(=O)(=O)c2ccc(C)cc2)O[C@H]1CO	2	/	0	/	/	-0.8	18	/
Cc1ccc(-c2nn(-c3ccccc3)cc2/C=N/O)cc1	3	-3	3	14	5	8.3	-7	0
Cc1ccc(S(=O)(=O)N[C@H]2CC[C@H](CC(=O)NCCN3CCCCC3)O[C@@H]2CO)cc1	-3	-3	-10	3	/	0.2	-7	2
C[C@@H]1CCCCO[C@@H](CN(C)C(=O)NC2CCCCC2)[C@H](C)CN([C@H](C)CO)C(=O)c2cc(NS(=O)(=O)c3ccccc3)ccc2O1	8	0	2	9	13	-0.1	-44	2
